Menin MLL FP TR: displaces Texas Red mutant MLL peptide from human menin | Potency, µM (top dose mostly 61.6 µM), for the others: top-dose FP activity change, negative = inhibition, actives largely listed as inhibitors | 0.23% of 270,000 active | Menin + Texas Red MLL mutant peptide, fluorescence polarization; active means well fitted inhibition curve with a large enough effect in the polarisation, with a control signal flat, not every such curve was filed as active; inconclusive means small, poorly fitted or top-dose-only effect, or effect the other way, or a change in a side signal; inactive means no such curve, though single readings can be large or run the other way; the % refers to the polarisation; further: potency means the concentration at half of the fitted maximal effect; % of control where 0% means no effect; many of its hits are not listed in these tables
Target sequence (O00255 whole entry, looked up): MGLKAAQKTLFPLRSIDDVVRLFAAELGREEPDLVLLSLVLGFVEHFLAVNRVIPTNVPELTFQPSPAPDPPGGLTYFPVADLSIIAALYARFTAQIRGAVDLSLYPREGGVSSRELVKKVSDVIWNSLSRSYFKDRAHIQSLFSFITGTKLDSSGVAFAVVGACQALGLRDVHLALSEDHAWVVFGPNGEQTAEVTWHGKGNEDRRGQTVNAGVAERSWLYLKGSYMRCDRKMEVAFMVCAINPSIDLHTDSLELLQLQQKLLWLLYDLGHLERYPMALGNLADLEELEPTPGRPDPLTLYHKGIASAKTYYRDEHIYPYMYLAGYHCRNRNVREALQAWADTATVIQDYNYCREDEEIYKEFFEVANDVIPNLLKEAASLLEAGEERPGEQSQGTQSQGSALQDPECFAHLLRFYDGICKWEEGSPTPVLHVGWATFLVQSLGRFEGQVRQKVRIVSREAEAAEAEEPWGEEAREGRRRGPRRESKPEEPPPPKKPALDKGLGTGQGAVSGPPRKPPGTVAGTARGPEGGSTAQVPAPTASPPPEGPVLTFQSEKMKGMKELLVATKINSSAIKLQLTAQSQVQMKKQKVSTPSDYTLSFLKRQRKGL
hERG WT inh: KCNH2 (human, wildtype) channel inhibition; Q12809; U2OS, BacMam KCNH2, thallium flux FluxOr; stronger effect = lower value; activity change, % at 1.84 µM; 0.37% of 340,000 active;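 active means maximum activity change below -70%; inconclusive means maximum activity change between -70% and -50%; inactive means maximum activity change above -50%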; further: on the % scale 0 is the no-effect control and ±100 the full control effect
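U2OS cells were transduced with wild-type KCNH2 virus (2.03 x 10^8 / mL) for 4 h at room temperature, then cultured overnight at 37 C. Thallium flux was read with FluxOr dye. Rate constants were normalized to DMSO controls.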
B2AR arrestin: recruits beta-arrestin to the human beta2-adrenergic receptor; P07550; beta-arrestin recruitment to beta2AR, cell-based reporter; Potency, µM (doses to about 46.1 µM), without a hit: at the top dose activation, actives largely listed as activators; 0.02% of 330,000 active; AID 492947;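 further: potency means the concentration at half of the fitted maximal effect; 0% = DMSO controls and full agonism = EC100 isoproterenol or metaproterenol; nearly all actives have a fitted effect of over 65% in size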
KCNH2 3.1 inh: inhibitors of human KCNH2 3.1 potassium channel isoform; U2OS KCNH2 3.1, thallium flux FluxOr; stronger effect = lower value; activity change, % (tested at about 1.8 µM); 0.95% of 340,000 active; AID 720553;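 active means maximum activity change below -70%; inconclusive means maximum activity change from -70% to -50%; inactive means maximum activity change above -50%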;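 further: thallium influx rate constant from kinetic fluorescence after stimulation buffer; on the % scale 0 is the no-effect control and ±100 the full control effect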
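Measured as rate of thallium-driven FluxOr signal in transduced U2OS cells carrying the 3.1 channel, read kinetically for 2 min upon stimulation; values are rate constants scaled to DMSO control wells.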
USP2a block: USP2a (human) protease inhibition | O75604 | Potency, µM (highest dose often 38.3 µM), for the others: top-dose activity change, negative = inhibition, hits mostly inhibitors | 0.01% of 330,000 active | USP2 core, Ub-CHOP2 coupled fluorogenic reporter, 485/531;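 further: potency means the concentration at half of the fitted maximal effect; plate controls were DMSO wells for no effect and full inhibition by NEM control for full effect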
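USP2 core (10nM final) preincubated 30min RT with compound in 20mM Tris-HCl pH 8.0, 2mM CaCl2, 2mM beta-mercaptoethanol, 0.05% CHAPS; 25nM Ub-CHOP2 plus 25nM reporter substrate added, fluorescence (Ex485/Em531) read after 60min.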
Giardia killer: kills Giardia lamblia. Giardia lamblia trophozoite viability. activity change, % at 7.66 µM, hits read low. 0.15% of 340,000 active; in the data active means activity change below about -80%; inconclusive means between about -30% and that limit;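 further: parasites exposed to compound for two days anaerobically before the ATP read; on the % scale 0 is the no-effect control and ±100 the full control effect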
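ATP-content bioluminescence gauges trophozoite survival. Cells (100/well) receive compound and incubate anaerobically for 48 hrs at 37 deg C; detection reagent follows for 15-30 min at room temperature.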
FBPA coupling cs: coupling enzyme interference in Giardia aldolase counter-screen; activity change, negative = inhibition, % at 58.2 µM, hits read low; AID 2472; 0.67% of 290,000 active; coupling enzyme system counterscreen, AmpLite Red fluorescence; in the data active means activity change below about -30%; further: on the % scale 0 is the no-effect control and ±100 the full control effect
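Coupling enzymes only (glyceraldehyde-3-phosphate) + compound, at 57.5 uM final, 10 min RT; add substrate/coupling/AmpLite Red mix, 20 min RT; fluorescence ex 525/em 598 nm. Actives flag coupling-system interference.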
GALK inh: blocks human galactokinase activity | Purified GALK, Kinase-Glo residual ATP luminescence | Potency, µM (doses to about 57.5 µM), for inactives: top-dose activity change, negative = inhibition, actives largely listed as inhibitors | P51570 | 0.007% of 270,000 active; further: potency means the concentration at half of the fitted maximal effect; on the % scale 0 is the no-effect control and ±100 the full control effect
Target sequence (P51570 whole entry, looked up): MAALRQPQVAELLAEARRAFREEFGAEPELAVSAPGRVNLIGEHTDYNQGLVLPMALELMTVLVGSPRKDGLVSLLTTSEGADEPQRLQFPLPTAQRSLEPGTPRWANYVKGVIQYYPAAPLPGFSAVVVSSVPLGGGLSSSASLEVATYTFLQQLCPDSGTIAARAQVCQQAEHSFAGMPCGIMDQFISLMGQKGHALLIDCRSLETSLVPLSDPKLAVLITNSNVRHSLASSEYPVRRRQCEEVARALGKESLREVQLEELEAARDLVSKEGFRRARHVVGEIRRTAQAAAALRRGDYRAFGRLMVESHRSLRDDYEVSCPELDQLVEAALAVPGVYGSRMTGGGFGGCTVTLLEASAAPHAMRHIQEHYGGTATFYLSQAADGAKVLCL
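Kinase-Glo Plus luminescence measured ATP left after a 1 h room-temperature reaction. The reaction used 5 nM GALK, 100 uM galactose and 35 uM ATP at pH 8.0 (20 mM HEPES, 5 mM MgCl2, 60 mM NaCl, 1 mM DTT, 0.01% BSA).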
MLL CXXC-DNA inh: MLL CXXC-DNA interaction inhibition; Q03164; MLL-CXXC / FITC-HOXA9 DNA fluorescence polarization; Potency, µM (highest dose often 115 µM), inactives show top-dose activity change, negative = inhibition, actives largely listed as inhibitors; 0.037% of 290,000 active; active means well fitted inhibition curve with a large enough effect in the polarisation, with a control signal flat, not every such curve was filed as active; inconclusive means small, poorly fitted or top-dose-only effect, or effect the other way, or a change in a side signal; inactive means no such curve, though single readings can be large or run the other way; the % refers to the polarisation; further: potency means the concentration at half of the fitted maximal effect
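Fluorescence polarization: 7 uM MLL-CXXC (stock) preincubated 5 min with compounds, then 50 nM fluorescein-HOX-A9 DNA (stock) added; 30 min ambient. Buffer 50 mM Tris-HCl pH 7.5, 50 mM NaCl, 1 mM DTT, 0.05% BSA.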
PKM2 activator: increases activity of human pyruvate kinase M2; P14618; purified PKM2, Kinase-Glo ATP luminescence, activation; response scale: 0% is enzyme alone, no compound; Potency, µM (highest dose often 57.5 µM), for inactives: top-dose activation, hits mostly activators; 0.34% of 260,000 active; AID 1631; further: potency means the concentration at half of the fitted maximal effect; on the % scale 0 is the no-effect control and ±100 the full control effect; nearly all actives have a fitted effect of over 55% in size
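Purified hPK-M2 (>95%) run at intermediate activity with 0.1 mM ADP and 0.5 mM PEP in 50 mM imidazole pH 7.2, KCl, MgCl2; 1 h room temperature. ATP formed read by Kinase-Glo luminescence; normalized to uninhibited and no-enzyme controls.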
TRPV1 agonist: activates the human vanilloid receptor TRPV1. Q8NER1. 0.19% of 320,000 active. TRPV1-expressing cells, Fluo-8 calcium influx, agonist mode. activation, % at 8.33 µM; in the data active means activation above about 80%; inconclusive means between about 30% and that limit; further: 0% is about no effect
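Cells expressing TRPV1 were dye-loaded with Fluo-8 and read kinetically: 10 s baseline, 3 min after compound (agonist portion), then 2 min after EC20 capsaicin (allosteric enhancer portion). Calcium-bound dye fluorescence at 480/520 nm.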
* marks the source's active call; other numbers are inactive results; ? = inconclusive; . = no result given; [ ] = another dose, or the depositor's remark. Unless noted, the call rests on the fitted dose curve; in most records, active means well fitted curve in the direction sought with a large enough effect; inconclusive means small, poorly fitted or top-dose-only effect, or another doubt; inactive means no such curve, though single readings can be large; an effect the other way counts as inactive or inconclusive.

SMILES	Menin MLL FP TR	hERG WT inh	B2AR arrestin	KCNH2 3.1 inh	USP2a block	Giardia killer	FBPA coupling cs	GALK inh	MLL CXXC-DNA inh	PKM2 activator	TRPV1 agonist
CC1=C(C(=O)Nc2ccccc2C)C(c2ccccc2)NC(=O)N1 (stereo not given)	2%	5	-0.4%	7	-4%	7	1	2%	-6%	3%	3
COc1ccc(NC(=O)c2ccc3nc(C)sc3c2)cc1	2%	13	0.0%	-32	1%	-8	-8	0%	-6%	0%	8
Cc1cc(Br)cc(C)c1OCC(=O)NNC(=O)CCC(=O)NCc1ccccc1	?	-14	0.0%	-7	4%	15	-7	-2%	5%	2%	?
CCOc1ccc(NC(=O)c2cc(=O)[nH]c3ccccc23)cc1	50%[activator]	-13	-1.0%	3	3%	-14	3	0%	17%	0%	3
c1ccc2c(c1)OCCOCCOCCOCCOCCOc1ccccc1OCCOCCOCCO2	-13%	24	-1.7%	-5	0%	16	0	.	3%	8%	-4
COc1ccc(S(=O)(=O)NCCC(C)C)cc1OC	-16%	4	-0.3%	-5	4%	2	2	-1%	1%	2%	2
O=C(NCc1ccccc1)C1c2ccccc2Oc2ccccc21	-11%	-4	0.2%	-15	0%	2	4	0%	11%	3%	?
CN1C[C@@H]2C[C@@H](c3cccn3-c3nccs3)N3CCC[C@@]23C1=O	-14%	3	-0.9%	-17	1%	-5	1	1%	-1%	0%	0
Cc1ccccc1NC(=O)Cc1nnc(SCC(=O)Nc2ccccc2)n1C	-7%	-2	-0.4%	2	3%	-1	0	0%	-16%	2%	0
COC(=O)c1c(NC(=O)COC(=O)CC(NC(C)=O)c2ccccc2)sc(C)c1C (stereo not given)	.	-13	-1.3%	5	1%	-25	.	.	.	.	0
Cc1cc(C)c(NC(=O)C[N+](C)(C)CC(O)COc2cccc3ccccc23)c(C)c1 (stereo not given)	0%	30	-0.2%	43	?	3	-1	-1%	13%	3%	4
CC(NC(=O)CCn1nc(-c2ccc(Cl)cc2)ccc1=O)c1ccccc1 (stereo not given)	13%	-8	0.2%	-26	1%	12	1	6%	-4%	10%	3
NS(=O)(=O)c1ccc(CCNC(=O)c2ccc(Cl)c(S(=O)(=O)N3CCCCC3)c2)cc1	.	-21	-0.4%	-7	4%	9	.	.	.	.	.
Cc1cc(=S)cc(C)n1CCCn1ccnc1	-12%	3	0.0%	-10	1%	-10	-14	10%	-1%	5%	2
COC(=O)C(/C=N/OCc1ccc([N+](=O)[O-])cc1)NC(=O)c1cccc(Cl)c1 (stereo not given)	14%	-5	-0.2%	-3	2%	6	1	-3%	1%	-1%	15
COc1ccc(/C(N)=N/OC(=O)COc2ccccc2Cl)cc1	3%	3	-0.6%	-20	2%	-20	1	.	1%	1%	-1
Cc1sc2nc(C3CC3)nc(SCC(=O)N3CCc4ccccc4C3)c2c1C	1%	3	-0.2%	19	-6%	1	2	-1%	-1%	-18%	3
Cc1cccc(NC(=O)N2CCCC2C(=O)NCc2ccccc2)c1 (stereo not given)	-5%	-17	-0.2%	-2	3%	6	4	-1%	2%	7%	-7
COc1ccc(C2=NN(C(=S)Nc3ccccc3)C(c3ccccc3)C2)cc1 (stereo not given)	?	-3	-1.1%	0	1%	7	-5	1%	17%	-8%	4
CSc1ccc(CCNC(=O)CS(=O)(=O)Cc2nc(-c3ccccc3F)oc2C)cc1	-30%	-3	0.1%	5	1%	5	0	0%	-6%	.	0

Arranged by molar mass (ascending): some entries from above.
SMILES	Menin MLL FP TR	hERG WT inh	B2AR arrestin	KCNH2 3.1 inh	USP2a block	Giardia killer	FBPA coupling cs	GALK inh	MLL CXXC-DNA inh	PKM2 activator	TRPV1 agonist
Cc1cc(=S)cc(C)n1CCCn1ccnc1	-12%	3	0.0%	-10	1%	-10	-14	10%	-1%	5%	2
O=C(NCc1ccccc1)C1c2ccccc2Oc2ccccc21	-11%	-4	0.2%	-15	0%	2	4	0%	11%	3%	?
CN1C[C@@H]2C[C@@H](c3cccn3-c3nccs3)N3CCC[C@@]23C1=O	-14%	3	-0.9%	-17	1%	-5	1	1%	-1%	0%	0
COc1ccc(/C(N)=N/OC(=O)COc2ccccc2Cl)cc1	3%	3	-0.6%	-20	2%	-20	1	.	1%	1%	-1
Cc1cccc(NC(=O)N2CCCC2C(=O)NCc2ccccc2)c1 (stereo not given)	-5%	-17	-0.2%	-2	3%	6	4	-1%	2%	7%	-7
CC(NC(=O)CCn1nc(-c2ccc(Cl)cc2)ccc1=O)c1ccccc1 (stereo not given)	13%	-8	0.2%	-26	1%	12	1	6%	-4%	10%	3
COC(=O)C(/C=N/OCc1ccc([N+](=O)[O-])cc1)NC(=O)c1cccc(Cl)c1 (stereo not given)	14%	-5	-0.2%	-3	2%	6	1	-3%	1%	-1%	15
Cc1sc2nc(C3CC3)nc(SCC(=O)N3CCc4ccccc4C3)c2c1C	1%	3	-0.2%	19	-6%	1	2	-1%	-1%	-18%	3
Cc1cc(C)c(NC(=O)C[N+](C)(C)CC(O)COc2cccc3ccccc23)c(C)c1 (stereo not given)	0%	30	-0.2%	43	?	3	-1	-1%	13%	3%	4
COC(=O)c1c(NC(=O)COC(=O)CC(NC(C)=O)c2ccccc2)sc(C)c1C (stereo not given)	.	-13	-1.3%	5	1%	-25	.	.	.	.	0
NS(=O)(=O)c1ccc(CCNC(=O)c2ccc(Cl)c(S(=O)(=O)N3CCCCC3)c2)cc1	.	-21	-0.4%	-7	4%	9	.	.	.	.	.

(further entries)
SMILES	Menin MLL FP TR	hERG WT inh	B2AR arrestin	KCNH2 3.1 inh	USP2a block	Giardia killer	FBPA coupling cs	GALK inh	MLL CXXC-DNA inh	PKM2 activator	TRPV1 agonist
COc1ccc(NC(=O)Cc2ccsc2)cc1S(=O)(=O)N1CCCCC1	.	13	-0.1%	20	0%	-1	.	.	.	.	5
O=C(CCSc1nnc(-c2ccc(O)cc2)o1)N1CCOCC1	2%	-17	0.2%	1	-1%	4	0	1%	11%	.	1
O=C(Nc1nnc(SCc2ccccn2)s1)C1CC(=O)N(c2ccc(F)cc2)C1 (stereo not given)	.	-3	-0.3%	5	1%	-23	.	-1%	34%[activator]	.	2
O=S(=O)(Nc1cccc(-c2ccc3nncn3n2)c1)c1cccs1	3%	2	-0.2%	4	1%	1	3	-2%	-3%	1%	2
Cc1onc(-c2ccccc2Cl)c1C(=O)Nc1nc2c(s1)CCCC2	-4%	-4	-0.2%	0	0%	4	-2	1%	39%[activator]	-8%	-5
COc1cc(NC(=O)CCN2CCOCC2)cc(OC)c1	3%	-6	-0.3%	10	-1%	17	-2	-1%	-6%	1%	1
CN(Cc1c(F)cccc1Cl)c1ccc(S(=O)(=O)N2CCOCC2)cn1	4%	3	0.0%	-2	-1%	29	5	-3%	3%	3%	-4
CCN1C(=NCCOC)N[C@@H](c2cccs2)C(C(=O)OC)=C1C	-6%	3	0.5%	27	-1%	5	1	.	3%	0%	-7
CCCCc1nc2cc(C(=O)N3CCCCC3CCO)ccc2o1 (stereo not given)	.	-19	-0.3%	.	0%	6	.	7%	2%	-5%	1
CCSc1ncc(Cl)c(C(=O)Nc2ccccc2F)n1	-12%	0	0.0%	2	1%	6	3	1%	2%	0%[11.5 µM]	2
Cc1cccc(C)c1NC(=O)COC(=O)c1ccc([N+](=O)[O-])o1	2%	1	7.0%	7	0%	4	-8	-3%	13%	-2%	-2
CC(=O)NC(CC(=O)NNC(=O)C(C)Oc1ccccc1F)c1ccccc1 (stereo not given)	.	1	-0.2%	2	4%	5	.	.	.	.	4
O=C(Nc1ccccc1)c1ccc(NC(=O)C2CC2)cc1	-15%	-3	-0.2%	-6	0%	-4	0	0%	4%	-6%	-2
O=S(=O)(c1ccc(F)cc1)N1CCN(C(=S)NCc2ccccc2)CC1	8%	16	-0.1%	5	-2%	-2	-1	12%	-1%	?	?
CCN(C[C@H]1N[C@@](CC)(C(=O)OC)[C@H]2C(=O)N(Cc3ccccc3)C(=O)[C@@H]12)C(=O)c1ccc(C)cc1	.	-4	-0.9%	-16	1%	14	.	.	.	.	.
O=C(NNC(=O)c1ccncc1)Nc1ccccc1	-3%	1	-0.9%	12	1%	-10	0	-1%	-12%	0%	-2

Screens (PubChem)

These rows are one share of the data; count on the stated rates, not on these rows.
